APEX1 inh: qHTS Assay for Inhibitors of the Human Apurinic/apyrimidinic Endonuclease 1 (APE1); DNA repair nuclease/redox regulator APEX1 (Homo sapiens), P27695; recombinant APE1, TAMRA/BHQ-2 abasic DNA cleavage fluorescence; Potency, µM (top dose mostly 65.8 µM), inactives show top-dose activity change, negative = inhibition, usual class: inhibitors; hit rate 0.35% among 350,000; AID 2517, 2012;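 also: plate controls were vehicle for no effect and reference inhibitor for full effect; nearly all actives have a fitted effect of over 55% in size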
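Readout is kinetic fluorescence (ex 525, em 598 nm) from cleavage of 50 nM TAMRA/BHQ-2 THF abasic duplex by 0.75 nM APE1, compound added 15 min beforehand at RT.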
Pol kappa inh: qHTS for Inhibitors of Polymerase Kappa; DNA polymerase kappa (Homo sapiens), Q9UBT6; purified Pol kappa, fluorescent DNA synthesis assay, 10 min; Potency, µM (series often up to 107 µM), for the others: top-dose activity, negative = inhibition, hits mostly inhibitors; hit rate 0.53% among 400,000; AID 588579, 2011; also: % is scaled to controls: 0 for no effect and ±100 for the full control effect
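Enzyme at 10 nM met test compounds for 15 min at room temperature. Substrate addition (50 nM final) began the reaction, which was monitored by fluorescence at 0 and 10 min.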
Pol eta inh: qHTS for Inhibitors of Polymerase Eta. hit rate 1.2% among 390,000. recombinant Pol eta, fluorescent DNA replication assay. AID 588591, 2011. Potency, µM (top dose mostly 114 µM), for the others: top-dose activity change, negative = inhibition, actives largely listed as inhibitors. DNA polymerase eta (Homo sapiens), Q9Y253; also: % is scaled to controls: 0 for no effect and ±100 for the full control effect
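Pol eta (10 nM) was preincubated with compounds for 15 min at room temperature, after which fluorescent replication substrate (50 nM final) was added to start the reaction. Fluorescence was read kinetically at 0 and 10 min.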
POLB inh: qHTS Assay for Inhibitors of DNA Polymerase Beta; Pol beta primer extension/strand displacement, fluorescence kinetic; Potency, µM (titrated, usually from 114 µM), without a hit: at the highest dose activity change, negative = inhibition, actives largely listed as inhibitors; hit rate 1.3% among 340,000; AID 485314, 2010; also: % is scaled to controls: 0 for no effect and ±100 for the full control effect
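Preincubation: enzyme (10 nM) with compound, 15 min, RT. Reaction: substrate added to 50 nM final. Reads: 0 and 10 min. Analysis: normalized, Hill fit.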
BAZ2B block: qHTS Assay for Inhibitors of BAZ2B; Potency, µM (doses to about 114 µM), without a hit: top-dose activity change, negative = inhibition, hits mostly inhibitors; hit rate 4.4% among 360,000; AlphaScreen BAZ2B-H3K14Ac peptide displacement; Bromodomain adjacent to zinc finger domain protein 2B (Homo sapiens), Q9UIF8; AID 504333, 2011; also: % is scaled to controls: 0 for no effect and ±100 for the full control effect; nearly all actives have a fitted effect of over 60% in size
Target sequence (Q9UIF8 whole entry, looked up, the tested form may be a part): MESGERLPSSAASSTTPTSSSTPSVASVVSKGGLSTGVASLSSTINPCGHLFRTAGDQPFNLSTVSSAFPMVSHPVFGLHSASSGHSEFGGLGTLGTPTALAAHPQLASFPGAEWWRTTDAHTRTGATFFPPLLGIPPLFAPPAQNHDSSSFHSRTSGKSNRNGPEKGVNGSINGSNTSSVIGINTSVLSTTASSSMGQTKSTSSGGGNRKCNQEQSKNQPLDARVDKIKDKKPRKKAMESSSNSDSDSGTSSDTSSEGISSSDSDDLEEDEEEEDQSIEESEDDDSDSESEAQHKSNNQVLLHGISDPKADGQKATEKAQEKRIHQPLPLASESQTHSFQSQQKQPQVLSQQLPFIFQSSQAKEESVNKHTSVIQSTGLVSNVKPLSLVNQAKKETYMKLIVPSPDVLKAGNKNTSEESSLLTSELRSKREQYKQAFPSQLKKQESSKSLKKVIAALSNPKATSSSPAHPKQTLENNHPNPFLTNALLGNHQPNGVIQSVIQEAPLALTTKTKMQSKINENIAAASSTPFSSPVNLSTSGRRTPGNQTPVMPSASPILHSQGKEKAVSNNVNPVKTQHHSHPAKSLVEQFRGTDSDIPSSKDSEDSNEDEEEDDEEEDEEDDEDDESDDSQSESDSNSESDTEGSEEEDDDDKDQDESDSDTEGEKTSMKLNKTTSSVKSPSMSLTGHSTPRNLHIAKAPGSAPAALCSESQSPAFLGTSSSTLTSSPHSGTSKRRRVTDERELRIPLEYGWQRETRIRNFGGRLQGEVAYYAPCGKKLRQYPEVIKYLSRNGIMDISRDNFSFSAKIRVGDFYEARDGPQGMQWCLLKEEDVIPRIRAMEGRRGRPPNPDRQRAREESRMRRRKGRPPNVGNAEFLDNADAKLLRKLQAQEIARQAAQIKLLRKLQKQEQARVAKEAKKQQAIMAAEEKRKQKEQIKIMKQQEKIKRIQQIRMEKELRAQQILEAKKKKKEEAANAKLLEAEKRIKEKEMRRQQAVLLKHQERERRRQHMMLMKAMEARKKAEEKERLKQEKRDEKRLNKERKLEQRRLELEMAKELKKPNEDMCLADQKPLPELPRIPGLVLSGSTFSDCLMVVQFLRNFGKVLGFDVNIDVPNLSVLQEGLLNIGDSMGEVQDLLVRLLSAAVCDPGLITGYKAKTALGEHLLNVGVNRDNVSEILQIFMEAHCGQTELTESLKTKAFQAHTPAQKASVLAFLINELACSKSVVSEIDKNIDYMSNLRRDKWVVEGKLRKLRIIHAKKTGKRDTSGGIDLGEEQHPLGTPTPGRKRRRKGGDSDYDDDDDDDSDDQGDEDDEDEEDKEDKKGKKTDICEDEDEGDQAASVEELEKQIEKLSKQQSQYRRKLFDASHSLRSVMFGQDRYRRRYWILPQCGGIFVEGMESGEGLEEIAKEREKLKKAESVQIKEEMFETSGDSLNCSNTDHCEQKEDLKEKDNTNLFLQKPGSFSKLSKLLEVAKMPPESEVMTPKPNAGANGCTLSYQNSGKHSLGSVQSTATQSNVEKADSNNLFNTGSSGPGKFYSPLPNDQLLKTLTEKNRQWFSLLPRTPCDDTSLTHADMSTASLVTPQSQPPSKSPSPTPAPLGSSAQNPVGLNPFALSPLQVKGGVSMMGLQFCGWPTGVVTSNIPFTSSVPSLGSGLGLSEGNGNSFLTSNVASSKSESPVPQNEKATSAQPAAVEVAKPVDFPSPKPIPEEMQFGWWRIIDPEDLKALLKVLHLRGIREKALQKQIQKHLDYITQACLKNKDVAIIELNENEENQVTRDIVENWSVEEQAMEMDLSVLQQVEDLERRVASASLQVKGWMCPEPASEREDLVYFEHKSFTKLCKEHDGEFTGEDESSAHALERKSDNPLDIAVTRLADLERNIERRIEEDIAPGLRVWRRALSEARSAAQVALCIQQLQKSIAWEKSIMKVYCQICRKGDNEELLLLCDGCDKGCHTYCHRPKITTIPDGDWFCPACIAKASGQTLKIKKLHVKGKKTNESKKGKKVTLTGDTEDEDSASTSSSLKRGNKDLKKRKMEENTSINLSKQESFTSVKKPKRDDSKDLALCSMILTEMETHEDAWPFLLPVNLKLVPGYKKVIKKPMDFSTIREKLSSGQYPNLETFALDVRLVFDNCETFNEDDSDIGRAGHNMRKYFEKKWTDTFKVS
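Compounds, titrated to a top concentration of 110 uM, were incubated 30 min at room temperature with preformed BAZ2B/acetyl-K14 H3 peptide complex (50 nM each). Proximity signal was measured by AlphaScreen after 20 min with beads.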
G9a inh: qHTS Assay for Inhibitors of Histone Lysine Methyltransferase G9a | hit rate 8.8% among 350,000 | AID 504332, 2011 | Histone-lysine N-methyltransferase EHMT2 (Homo sapiens), Q96KQ7 | Potency, µM (series often up to 102 µM), for the others: top-dose activity, negative = inhibition, hits mostly inhibitors | G9a H3K9 monomethylation, AlphaScreen, 2 h; also: % is scaled to controls: 0 for no effect and ±100 for the full control effect; nearly all actives have a fitted effect of over 75% in size
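Chemiluminescent proximity detection of H3K9 monomethylation, read after 10 min bead incubation in the dark. Reaction: 20 nM G9a, 500 nM biotin-H3K9 peptide, 20 uM SAM cofactor, 2 h, room temperature, following 15 min enzyme-compound preincubation.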
BLM helicase inh: qHTS Assay for Inhibitors of Bloom's syndrome helicase (BLM); RecQ-like DNA helicase BLM (Homo sapiens), P54132; recombinant BLM DNA unwinding, fluorescence dequenching; Potency, µM (series often up to 56.1 µM), inactives show at the highest dose activity change, negative = inhibition, actives largely listed as inhibitors; hit rate 0.2% among 350,000;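 also: plate controls were vehicle for no effect and no enzyme for full effect; nearly all actives have a fitted effect of over 35% in size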
POLI inh: qHTS for Inhibitors of Polymerase Iota. Pol iota fluorescent replication assay, 10 min. Potency, µM (highest dose often 115 µM), without a hit: at the highest dose activity, negative = inhibition, usual class: inhibitors. hit rate 1% among 390,000
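Fluorescent replication assay read twice, at 0 min and 10 min after adding 50 nM (final) substrate. Enzyme (10 nM) and compounds were first incubated 15 min at room temperature; enzyme-free buffer wells were negative controls.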
JMJD2A Tudor: qHTS Assay for Inhibitors of JMJD2A-Tudor Domain; Lysine-specific demethylase 4A (Homo sapiens), O75164; AlphaScreen JMJD2A-Tudor / H3K4me3 peptide binding; Potency, µM (series often up to 114 µM), for inactives: at the top dose activity change, negative = inhibition, most hits filed as inhibitors; hit rate 4.4% among 390,000; AID 504339, 2011; also: % is scaled to controls: 0 for no effect and ±100 for the full control effect; nearly all actives have a fitted effect of over 50% in size
Active calls of the source: *; ? = inconclusive; / = no result given; [ ] = remark or other dose. Calls follow the shape of the dose curve; as a rule, active = well fitted curve in the direction sought with a large enough effect; inconclusive = small, poorly fitted or top-dose-only effect, or another doubt; inactive = no such curve, though single readings can be large; an effect the other way counts as inactive or inconclusive. Potency is read from the fitted curve at half-maximal effect. A portion of the library (hit frequency here may not be typical).

SMILES	APEX1 inh	Pol kappa inh	Pol eta inh	POLB inh	BAZ2B block	G9a inh	BLM helicase inh	POLI inh	JMJD2A Tudor
Cc1cccc2c(=O)c(C(=O)NCc3ccc(F)cc3)c[nH]c12	19%	-21%	3%	6%	-5%	22%	-8%	89%[activator]	-16%
COc1ccc([C@@H](NC(=O)OC(C)(C)C)C(=O)OC(C)(C)C)cc1	20%	0%	-23%	/	4%	-9%[2.33 µM]	/	23%	12%
CS(=O)(=O)c1ccc(-c2cn3cc(C(=O)O)ccc3n2)cc1	-4%	-2%	-5%	-1%	-38%	-29%	-1%	65%[activator]	13%
Cc1cccc(N(CC(=O)N2CCCCCC2)S(C)(=O)=O)c1	?	7%	-11%	9%	10%	/	-2%	25%	-11%
CCN(CC(=O)Nc1ccc(NC(C)=O)cc1)C(=O)c1ccc(COc2ccccc2)o1	-1%	7%	-6%	/	4%	-1%[12.7 µM]	/	20%	-8%
O=C(N/N=C/c1ccccc1F)C(=O)N1CCCCCC1	20%	-1%	-3%	6%	12%	-5%	1%	16%	-1%
Cc1ccsc1C(=O)NNC(=O)c1ccccc1F	-7%	-14%	-11%	/	/	/	/	4%	-4%
COc1ccc(OCC(O)CN2CCN(Cc3ccc4c(c3)OCO4)CC2)cc1 (stereo not given)	13%	1%	-3%	57%	-12%	20µM*	2%	19%	-13%
CC(=O)N1CC=C2C(C#N)=C(N)C(C#N)(C#N)[C@H](c3ccoc3)[C@H]2C1	-7%	-18%	-7%	-4%	0%	?	2%	47%[activator]	-23%
CC1CCN(C(=S)c2ccc([N+](=O)[O-])cc2)CC1	3%	-10%	-17%	34%	?	7.9µM*	-1%	-10%	-34%
Cc1ccc(Nc2nc(NCCO)nc3c2cnn3C)cc1Cl	34%	-1%	-26%	-1%	20%	29%	-4%	13%	?
O=c1oc2ccccc2n1Cc1ccccc1Cl	-2%	5%	-16%	12%	55%[activator]	96%[activator]	-1%	4%	45%[activator]
CC(C)C1CC(CCN)(Cc2ccccc2)CCO1 (stereo not given)	6%	-12%	-6%	14%	15%	/	-6%	23%	-6%
COc1ccc(Cc2nc3ccccc3n2Cc2ccccc2F)cc1	/	-7%	-14%	26%	5%	7%[59 µM]	-6%	9%	7%
N/C(Cc1cccs1)=N\OC(=O)COc1ccc(Br)cc1Cl	-5%	-17%	-23%	1%	149%[activator]	76%[activator][12.7 µM]	-6%	20%	146%[activator]
O=C(CSc1nnnn1C1CCCCC1)N1CCOCC1	?	7%[60.1 µM]	-15%	-21%	-18%	14%	0%	8%	-14%
CC1(C)CN=C(N(C(=O)Nc2ccccc2)c2ccccc2F)S1	1%	-8%	-18%	3%	-3%	9%	-1%	62%[activator]	20%
O=C(CCS(=O)CCC(=O)NCc1ccccc1)NCc1ccccc1	-2%	-9%	6%	32%	-38%	50µM*	7%	4%	-4%
COc1cc2ccccc2cc1C(=O)Nc1cccc(-c2nc3cc(C)c(C)cc3o2)c1C	/	-4%	8%	2%	2%	3.2µM*	-3%	-15%	7%
Cc1cc(C)n(C(=O)c2cccc(S(=O)(=O)N3CCCC3)c2)n1	9%	0%	-4%	7%	-4%	-5%	1%	23%	-3%
Cc1cc(NC(=O)C2CCCC2)n(-c2nc3ccccc3[nH]2)n1	-2%	-16%	-9%	25%	4%	8%[0.501 µM]	-4%	-1%	-1%
COC(=O)c1ccsc1NC(=O)CS(=O)(=O)c1ccccc1	5%	-7%	-2%	/	8%	4%	/	29%	-8%
COc1ccc(S(=O)(=O)NCC(c2ccco2)N2CCc3ccccc32)cc1 (stereo not given)	-3%	-8%	-7%	/	?	?	/	10%	?
CC(=O)N(C)c1ccc(N=Nc2c(C)[nH]n(-c3ccccc3)c2=O)cc1	3%	-1%	-4%	-1%	?	35µM*	-4%	-1%	?
COc1cc(C(=O)OC(C)C(=O)N2CCCC2)cc2c1OCCO2 (stereo not given)	26%	-16%	-2%	/	?	20%[12.7 µM]	/	-3%	-16%
Next part.
SMILES	APEX1 inh	Pol kappa inh	Pol eta inh	POLB inh	BAZ2B block	G9a inh	BLM helicase inh	POLI inh	JMJD2A Tudor
CCc1ccc(NC(=O)C2CCN(C(=O)[C@@H]3Cc4ccccc4CN3)CC2)cc1	74%[activator]	5%	-12%	-8%	-18%[57.1 µM]	?	-1%	18%	-12%
O=c1[nH]c2cc3c(cc2cc1CN(Cc1cccnc1)C(=S)NCc1ccco1)OCCO3	-2%	-2%	-22%	-1%	-34%	40µM*	-5%	2%	-32%
CC1=C(c2ccc(C)cc2)S(=O)(=O)N(Cc2ccc(C(=O)Nc3ccc(F)cc3C)cc2)C1=O	/	-24%	/	23%	-9%	17%[59 µM]	-4%	?	-14%
O=C(C1=C[C@@H]2[C@H]3C(=O)N(c4ccccc4Cl)C(=O)[C@H]3[C@@H](C(=O)c3ccc(Cl)cc3)N2C=C1)c1ccccc1	-3%	/	/	4%	-39%	8.9µM*	-7%	/	/
CCCCNC(=O)/C(=C/c1ccccc1)NC(C)=O	0%	-6%	-5%	11%	13%	-10%[59 µM]	-5%	133%[activator]	-6%
COc1cccc(/C=N/NC(=O)c2cccc([N+](=O)[O-])c2)c1OS(=O)(=O)c1ccc(C)cc1	7%	3%	-17%	39%	-9%	-28%	-9%	28%	-20%
CCOc1ccc(NC(=O)CSc2nnc(NC(=O)Nc3ccccc3)s2)cc1	/	2%[60.1 µM]	-8%	20%	-3%	8%[59 µM]	2%	33%[activator]	-12%
CCc1ccc2nc(SCC(=O)N3CC(=O)Nc4ccccc43)c(C#N)cc2c1	-3%	0%	0%	-2%	-6%	-6%[59 µM]	5%	5%	50µM*
NS(=O)(=O)c1ccc(CNS(=O)(=O)Cc2ccc(Cl)cc2)cc1	14%	2%	-10%	-3%	-1%	0%	-2%	-1%	-5%
O=C(NCc1ccc(Cl)cc1)C(=O)Nc1nccs1	15%	1%	-19%	53%[activator]	-13%	50µM*	-1%	105%[activator]	-8%[11.4 µM]
Fc1cccc(Cl)c1CSc1nnc(CNc2ccccc2)o1	-3%	-11%	-10%	?	6%	104%[activator]	-6%	-13%	4%
CCOC(=O)Cc1nn(C(C)C)c(=O)c2ccccc12	1%	0%	-10%	9%	3%	3%	-5%	102%[activator]	-2%
COC(=O)c1cn(NC(=O)c2cnccn2)c(=O)c2ccccc12	-6%	-10%	-9%	-1%	7.1µM*	?	0%	?	11µM*
CCOC(=O)CC(=O)COc1nc2cc3c(nc2o1)CCCC3	12%	-18%	-16%	-11%	4%	45µM*	-2%	87%[activator]	?
CCOC(=O)c1cnc2cc(-c3ccc(Br)cc3)nn2c1C	49%[activator]	7%	-11%	16%	-3%	23%	-2%	?	4%
COc1ncc2nc(CCc3ccccc3)c(=O)n(CCc3ccccc3)c2n1	2%	-8%[60.1 µM]	/	/	/	18%[0.501 µM]	-5%	/	/
COC(=O)c1ccc(CNC(=O)CNC(=O)c2sc3ccccc3c2Cl)cc1	-35%	-13%	-7%	/	-4%	8%	/	-6%	-10%
Cc1csc(N(C(=O)c2cccc(S(=O)(=O)N3CCCC3)c2)c2ccccc2)n1	4%	0%	2%	5%	?	14%	2%	-4%	-14%
CCCCC1S/C(=N/N=C/c2cccs2)NC1=O (stereo not given)	2%	-3%	-11%	-1%	0%	-11%[59 µM]	5%	4%	-11%
Cc1ccc(S(=O)(=O)N2CCCCC2)cc1C(=O)Nc1ncn[nH]1	?	/	/	25µM*	3%	-16%	-9%	/	/
COc1ccc(NC(=O)CSC2=C(C#N)C(c3ccco3)C3=C(CCCC3=O)N2)c(OC)c1 (stereo not given)	-1%	-6%	-8%	4%	79µM*	45µM*	7%	23%	-28%
COc1ccc(C(=O)COc2ccccc2C(N)=O)cc1	6%	-8%	-7%	-1%	-8%	-10%	-1%	70%[activator]	-13%
Cc1ccc(NC(=O)CCNS(=O)(=O)c2ccc3c(c2)oc(=O)n3C)cc1C	-4%	-7%	-5%	18%	-4%	20%[59 µM]	0%	-2%	-10%
COc1ccc(N2CCN(S(=O)(=O)c3ccc(-c4ccno4)cc3OC)CC2)cc1	/	-17%[60.1 µM]	?	7%	22µM*	10µM*	-4%	3%	?
C[C@H](NC(=O)c1ccco1)C(=O)NNC(=O)COc1cccc(C(F)(F)F)c1	-8%	6%	-9%	/	/	/	/	-11%	0%
Cc1ccc(S(=O)(=O)CC(=O)NC(C)c2ccccc2)cc1 (stereo not given)	9%	-3%	0%	0%	-2%	/	1%	22%	-14%
COc1ccc(OC)c(NC(=O)c2cc3sccc3n2C)c1	?	-19%	-15%	1%	?	50µM*	-4%	-10%[58.9 µM]	?
CC(C)Sc1nsc2nc(=O)c(/C=C3\C=Nc4ccccc43)c(N)n12	-9%	-9%	?	2%	/	-50%	-13%	-17%	?
CCOc1cccc(-c2c(C(=O)N/N=C/c3ccco3)nnn2-c2nonc2N)c1	27%	-4%	-13%	-3%	-30%	-6%	1%	29%	-19%
NC(=S)NN=C1CCCC(C(F)(F)F)C1 (stereo not given)	/	-1%	-16%	/	/	/	/	21%	?

Reprinted from the listing, 5 compounds:
SMILES	APEX1 inh	Pol kappa inh	Pol eta inh	POLB inh	BAZ2B block	G9a inh	BLM helicase inh	POLI inh	JMJD2A Tudor
Cc1ccc(S(=O)(=O)CC(=O)NC(C)c2ccccc2)cc1 (stereo not given)	9%	-3%	0%	0%	-2%	/	1%	22%	-14%
COc1ccc(OC)c(NC(=O)c2cc3sccc3n2C)c1	?	-19%	-15%	1%	?	50µM*	-4%	-10%[58.9 µM]	?
CC(C)Sc1nsc2nc(=O)c(/C=C3\C=Nc4ccccc43)c(N)n12	-9%	-9%	?	2%	/	-50%	-13%	-17%	?
CCOc1cccc(-c2c(C(=O)N/N=C/c3ccco3)nnn2-c2nonc2N)c1	27%	-4%	-13%	-3%	-30%	-6%	1%	29%	-19%
NC(=S)NN=C1CCCC(C(F)(F)F)C1 (stereo not given)	/	-1%	-16%	/	/	/	/	21%	?

High-throughput results (PubChem BioAssay)
